# Neddyl block – cullin neddylation inhibition; 360,000 compounds, 0.58% hits; calls only at 25 µM; TR-FRET cullin neddylation, biochemical; P61081+Q13564; AID 651699; in the data active = inhibition above about 36%
# TbMetRS inhib – blocks T. brucei methionyl-tRNA synthetase activity; purified T. brucei MetRS, ATP depletion, Kinase-Glo luminescence; inhibition, % at 11.9 µM; 360,000 compounds, 0.4% hits;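 active = inhibition above a per-plate cutoff of the control wells' mean inhibition plus 3 SD, cut at about 5.5% in these data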;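 note: 0% = DMSO wells median and 100% = median of wells with control inhibitor compound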
#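 Test system – parasite MetRS enzyme · Reagent – substrates ATP, L-methionine and bulk Escherichia coli tRNA · Doses – 11.9 µM compound single dose, 0.9% DMSO · Times – 15 min enzyme-compound preincubation, 2 h reaction, 10 min detection, 25 °C · Signal – Kinase-Glo luminescence, ATP depletion format · Controls – DMSO-only wells as low control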
# Rin1-Abl PPI inh – inhibitors of human Rin1-Abl protein interaction; TR-FRET Rin1/Abl binding, biochemical; inhibition, % at 7.35 µM; 360,000 compounds, 0.4% hits; AID 588664; in the data active = inhibition above about 5%, passing the limit was not always enough
# Target sequence (P00519 whole entry, looked up): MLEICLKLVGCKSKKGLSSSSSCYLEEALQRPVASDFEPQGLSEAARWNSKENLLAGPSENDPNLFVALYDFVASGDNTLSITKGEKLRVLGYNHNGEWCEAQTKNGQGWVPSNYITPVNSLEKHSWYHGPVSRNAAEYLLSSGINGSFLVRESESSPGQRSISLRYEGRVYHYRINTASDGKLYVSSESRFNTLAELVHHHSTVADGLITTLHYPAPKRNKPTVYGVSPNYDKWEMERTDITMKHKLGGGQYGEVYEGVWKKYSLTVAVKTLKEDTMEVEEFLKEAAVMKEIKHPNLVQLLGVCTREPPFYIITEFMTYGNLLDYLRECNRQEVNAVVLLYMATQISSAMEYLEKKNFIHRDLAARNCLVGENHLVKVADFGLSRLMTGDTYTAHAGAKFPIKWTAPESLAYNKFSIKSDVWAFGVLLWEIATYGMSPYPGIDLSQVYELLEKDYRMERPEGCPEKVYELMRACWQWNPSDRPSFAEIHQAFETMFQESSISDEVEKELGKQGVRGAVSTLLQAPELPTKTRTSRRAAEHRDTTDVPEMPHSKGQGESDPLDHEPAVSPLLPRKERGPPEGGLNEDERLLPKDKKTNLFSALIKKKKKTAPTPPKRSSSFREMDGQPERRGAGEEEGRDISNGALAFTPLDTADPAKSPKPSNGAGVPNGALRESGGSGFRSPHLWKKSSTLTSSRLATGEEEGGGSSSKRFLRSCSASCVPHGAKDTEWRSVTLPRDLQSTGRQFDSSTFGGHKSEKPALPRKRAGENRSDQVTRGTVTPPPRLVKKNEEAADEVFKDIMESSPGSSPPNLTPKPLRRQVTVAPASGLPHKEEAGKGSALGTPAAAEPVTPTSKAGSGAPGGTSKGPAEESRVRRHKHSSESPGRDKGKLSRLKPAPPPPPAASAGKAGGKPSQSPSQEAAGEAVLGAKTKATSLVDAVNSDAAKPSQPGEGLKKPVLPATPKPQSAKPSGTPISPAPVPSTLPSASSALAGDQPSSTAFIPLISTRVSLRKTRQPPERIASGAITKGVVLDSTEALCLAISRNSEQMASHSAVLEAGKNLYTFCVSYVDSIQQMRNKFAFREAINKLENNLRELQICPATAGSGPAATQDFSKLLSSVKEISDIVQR
# Target sequence (Q13671 whole entry, looked up): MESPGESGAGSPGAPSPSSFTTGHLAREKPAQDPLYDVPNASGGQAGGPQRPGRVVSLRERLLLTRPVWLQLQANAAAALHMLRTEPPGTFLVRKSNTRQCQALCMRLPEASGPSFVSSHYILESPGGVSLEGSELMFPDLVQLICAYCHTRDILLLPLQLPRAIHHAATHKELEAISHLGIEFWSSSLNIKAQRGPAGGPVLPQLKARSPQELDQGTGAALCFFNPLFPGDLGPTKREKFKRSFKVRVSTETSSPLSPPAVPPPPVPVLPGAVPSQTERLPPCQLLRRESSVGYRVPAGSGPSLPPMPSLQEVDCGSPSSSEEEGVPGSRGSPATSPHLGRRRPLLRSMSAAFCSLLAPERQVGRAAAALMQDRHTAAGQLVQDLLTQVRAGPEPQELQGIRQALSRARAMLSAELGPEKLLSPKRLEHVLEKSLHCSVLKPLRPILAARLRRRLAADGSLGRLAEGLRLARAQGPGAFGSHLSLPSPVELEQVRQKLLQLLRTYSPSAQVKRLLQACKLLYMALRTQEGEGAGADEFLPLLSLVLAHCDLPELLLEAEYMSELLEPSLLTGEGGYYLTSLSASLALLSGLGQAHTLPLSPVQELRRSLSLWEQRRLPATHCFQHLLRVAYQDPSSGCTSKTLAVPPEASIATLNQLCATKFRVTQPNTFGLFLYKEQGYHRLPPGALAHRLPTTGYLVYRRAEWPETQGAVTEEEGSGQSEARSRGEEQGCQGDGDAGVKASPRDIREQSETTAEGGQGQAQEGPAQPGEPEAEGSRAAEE
# MsrA inhibitor – inhibits bovine methionine sulfoxide reductase A; purified bovine MsrA, absorbance read-out; inhibition, % at 15.5 µM; 360,000 compounds, 0.75% hits; in the data active = inhibition above about 4.5%;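 note: 0% = vehicle wells with enzyme and 100% = reference inhibitor wells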
# MsrA act – activators of bovine methionine sulfoxide reductase A; AID 602163; purified bovine MsrA, absorbance read-out; 360,000 compounds, 0.3% hits; activation, % at 10.6 µM; in the data active = activation above about 7.5%;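 note: 0% = vehicle and 100% = reference activator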
# CSN inh – CSN deneddylation inhibition. Q92905. Purified CSN, SCF-Nedd8-OG deneddylation, fluorescence polarization. inhibition, % at 12.5 µM. 360,000 compounds, 0.38% hits;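 active = pattern-corrected inhibition above about 35%, with an unprinted fluorescence ratio check between 0.5 and 1.5, limit read from the data, passing the limit was not always enough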;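 note: 0% = enzyme with substrate and 100% = substrate without enzyme; some results filed as inactive read as strong as hits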
#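 Assay system: HEK293T-derived human Csn5 enzyme; quantity: 0.24 nM enzyme; medium: Tris/NaCl/DTT buffer, pH 7.5; also added: substrate SCFSkp2-Nedd8OG, 10 nM; doses: 12.5 µM compound; schedule: 90 min reaction at room temperature; signal: FP; read-out: % inhibition of substrate cleavage by Csn5; benchmarks: substrate-only high control, full reaction low control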
# MLLE-PAM2 inh – inhibitors of microRNA-mediated deadenylation, human PABP1 MLLE binding. 360,000 compounds, 0.36% hits. inhibition, % at 20 µM. GST-MLLE / FITC-PAM2 fluorescence polarization. AID 588489; in the data active = inhibition above about 35%, passing the limit was not always enough;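 note: plate controls were DMSO wells with GST-MLLE for no effect and wells lacking GST-MLLE protein for full effect; some results filed as inactive read as strong as hits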
# eLon inh – inhibitors of E. coli Lon protease; P0A9M0; inhibition, % at 7.94 µM; 360,000 compounds, 0.42% hits; purified E. coli Lon protease, fluorescence polarization; in the data active = inhibition above about 13%, passing the limit was not always enough;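 note: 0% = enzyme with probe and DMSO and 100% = no enzyme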
# FAS-TE inh – blocks the thioesterase domain of human fatty acid synthase. 360,000 compounds, 0.67% hits. inhibition, % at 15 µM. P49327. recombinant FAS-TE, OMFH fluorogenic substrate, fluorescence endpoint;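 active = compounds whose normalised, plate-corrected inhibition of enzyme fluorescence in the single-dose primary screen is 50% or more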;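 note: 0% = DMSO with enzyme and 100% = substrate without enzyme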
# An asterisk follows results filed as active; i = inactive; x = no result given. Compounds as they come; any-hit rate near 4%.
SMILES,Neddyl block,TbMetRS inhib,Rin1-Abl PPI inh,MsrA inhibitor,MsrA act,CSN inh,MLLE-PAM2 inh,eLon inh,FAS-TE inh
CCOC(=O)C1=C(O)/C(=C/c2cc(OC)c(OC)c(OC)c2)SC1=Nc1ccc(OC)cc1,i,-0.1,-4,-0.1,7,-2,0,-1,19
COc1ccc(OC)c(C(=O)c2ccc(C(=O)Nc3ccc4ccccc4c3)cc2)c1,i,-0.8,-2,1.2,-5,-9,-4,-12,26
CCCn1nnc(NC(=O)COc2ccc(Cl)cc2)n1,i,-1.1,4,1.2,-9,2,5,-5,-13
Clc1ccc(-c2nnc(N3CCCC3)nn2)cc1,i,-0.6,-1,-0.4,1,1,-4,4,-3
COc1ccc(C)cc1Nc1n[n+](-c2ccccc2)c(-c2cccc(Cl)c2Cl)s1,i,0.2,0,1.0,-2,-1,22,6,-130
O=C(N1CCN(c2ccccc2)CC1)C(F)(F)C(F)F,i,0.8,0,-0.6,-1,-2,-4,-5,-2
O=C1CN(C(=O)C2CC2)c2ccccc2N1,i,-0.5,-6,0.1,-4,1,3,-5,-28
CCOC(=O)C1(C)/C(=N/Nc2ccccc2OC)C(=O)C(=O)N1c1ccccc1 (stereo not drawn),i,0.5,-1,1.6,-2,-5,10,-1,9
CCOC(=O)c1c(NC(=O)CN(C)C2CCN(C)CC2)sc(C(=O)Nc2ccccc2)c1C,i,-0.2,7.6*,-0.9,-5,-4,-6,2,-4
CCOc1ccc(NC(=O)[C@@H]2CCCN2C(=O)c2cccs2)cc1S(=O)(=O)N1CCOCC1,i,0.1,1,-0.6,-9,1,-84,-7,-2
Cc1nc2ccccn2c1C(=O)NNC(=O)Nc1cccc(C(F)(F)F)c1,i,-0.3,3,-0.1,-2,3,-33,3,3
CC(O)C(=O)N/N=C/c1cccc2ccccc12 (stereo not drawn),i,-0.8,-1,1.7,-5,-2,-9,-1,3
CCCCNC(=O)c1cn(CC)c2ccc(S(=O)(=O)N3CCCCCC3)cc2c1=O,i,-0.3,1,0.5,-2,2,-2,1,44
O=C(NCCSc1c[nH]c2ccccc12)C1CC1,i,1.0,-2,1.1,-3,-1,5,-6,-6
CCN(CC)S(=O)(=O)c1cccc(NC(=O)COC(=O)c2cncc(Br)c2)c1,i,-0.2,1,0.8,-3,-3,-16,-7,1
CN(C)CCNc1ccc(-c2n[nH]c(=O)c3ccccc23)cc1[N+](=O)[O-],i,-1.1,-12,1.6,3,0,5,-2,-3
Cc1ccc(S(=O)(=O)N2CCOCC2)cc1C(=O)N1CC(C)OC(C)C1 (stereo not drawn),i,-0.6,2,-1.4,-5,4,1,1,-7
O=c1[nH]c(Cc2cccs2)nc2ccccc12,i,-0.2,-1,1.4,-3,1,10,0,-6
COC(=O)C(C(=O)Nc1cccc(Cl)c1C)C1CCCC1 (stereo not drawn),i,-0.7,-3,-0.8,-2,-4,11,-5,8
CSc1ncccc1C(=O)N1CCCC(N2CCN(c3ccccc3C)CC2)C1 (stereo not drawn),i,-0.1,2,0.3,-1,-3,12,-3,-8
CCOC(=O)N1CCC(NC(=O)c2cc(C(=O)NC3CCN(Cc4ccccc4)CC3)ccc2CO)CC1,i,-0.1,-2,1.2,-2,-7,-10,-6,-6
CCCCNC1=C(Br)C(=O)CC(C)(C)C1,i,-1.9,3,0.1,-11,4,17,-4,-3
CC1=C(C)CC(C(=O)Nc2nc(-c3ccc(F)cc3)c(C)s2)C(C(=O)O)C1 (stereo not drawn),i,-0.6,2,-0.3,-4,-5,11,-10,-8
Cc1nnc(NC(=O)CSc2nc(C3CCCCC3)nc3ccccc23)s1,i,-0.4,0,1.9,-3,1,31,-2,-5
Cc1cccc(OCC(=O)Nc2cc(S(=O)(=O)N3CCCCC3)ccc2N2CCN(C)CC2)c1,i,0.2,-3,-0.7,0,0,-7,5,9

# Four entries out of the list above, sorted by their value in eLon inh, ascending:
canonical_smiles | eLon inh
CCN(CC)S(=O)(=O)c1cccc(NC(=O)COC(=O)c2cncc(Br)c2)c1 | -7
O=C(NCCSc1c[nH]c2ccccc12)C1CC1 | -6
Cc1nc2ccccn2c1C(=O)NNC(=O)Nc1cccc(C(F)(F)F)c1 | 3
Clc1ccc(-c2nnc(N3CCCC3)nn2)cc1 | 4

# Remaining list, next part:
SMILES,Neddyl block,TbMetRS inhib,Rin1-Abl PPI inh,MsrA inhibitor,MsrA act,CSN inh,MLLE-PAM2 inh,eLon inh,FAS-TE inh
Cc1ccc(C)c(OCC(O)CN2CCC(C)CC2)c1C (stereo not drawn),i,-1.4,-6,-0.8,-2,-6,0,-4,-7
C[C@H](NC(=O)c1cc2cc(Cl)ccc2n1C)C(=O)N1CCC[C@H]1C(=O)O,i,-0.6,-4,0.2,1,1,0,-4,-5
Cc1ccccc1N1CCN(C(=O)c2ccccc2NC(=O)/C=C\C(=O)O)CC1,i,-0.2,0,-0.6,-2,1,5,-6,-4
COc1ccc(-c2ccc(CN3C(C(C)C)C(=O)N(Cc4cn(Cc5ccco5)nn4)CCS3(=O)=O)cc2)cc1OC (stereo not drawn),i,-0.7,0,-1.1,-2,4,1,-9,13
O=C(COc1ccccc1)N1CCN(c2ncnc3c2cnn3-c2ccccc2)CC1,i,-0.1,2,-0.2,0,-8,-4,-1,-17
O=C(c1cccc2ccccc12)N1CCN(c2ccc([N+](=O)[O-])c(N3CCOCC3)c2)CC1,i,-0.6,-3,0.8,6,4,-1,4,31
CC(NC(=O)c1nn(C)c(=O)c2ccccc12)c1ccc(F)cc1 (stereo not drawn),i,-1.4,-2,0.2,-7,2,-15,2,-6
CC(=O)c1cc(Cl)ccc1OCc1cccc(S(=O)(=O)N2CCOCC2)c1,i,-0.4,0,-0.1,-4,-6,-5,0,15
O=C(Nc1cc(S(=O)(=O)Nc2ccccc2Cl)ccc1O)c1sc2cc(Cl)ccc2c1Cl,i,-0.2,0,0.0,-4,-4,17,4,0
Cc1ccc(S(=O)(=O)SCCCSS(=O)(=O)c2ccc(C)cc2)cc1,i,-0.1,-3,-0.1,1,7,-126,2,-3
O=C(Nc1cccc(Cl)c1Cl)c1csc([C@@H]2O[C@H](CO)[C@H](O)[C@H](O)[C@H]2O)n1,i,-0.4,-3,0.2,-4,-6,7,15*,-9
NC(=O)[C@@H]1CCCN1Cc1nc(-c2ccc(C(F)(F)F)cc2)no1,i,2.0,2,0.5,-3,-1,10,-4,-8
O=C(O)c1ccc(S(=O)(=O)c2ccc3c(c2)C(=O)N(NC(=O)c2ccncc2)C3=O)cc1,i,-0.5,-2,0.7,-2,4,-1,-3,-2
N#CC1=C2SCC(O)(c3ccccc3)N2C(=O)CC1c1ccccc1F (stereo not drawn),i,-0.5,1,2.4,4,0,-14,-3,4
Cc1cc(C(=O)Nc2sc3c(c2C#N)CCC(C(C)(C)C)C3)no1 (stereo not drawn),x,-0.8,-2,0.7,-10,-1,20,-6,7
COc1ccc(N2CCN(Cc3nc4ccccc4n3C)CC2)cc1,i,-0.7,-1,-0.5,3,-1,-3,5,-2
O=C(COn1nnc2ccc(Cl)cc21)NCc1ccccc1,i,-1.8,-1,0.1,-7,0,7,-8,0
COc1ccc(-c2nnn(CC(=O)N(CC(=O)NC3CCCC3)Cc3ccco3)n2)cc1OC,i,-0.6,4,0.7,-3,2,6,-3,-2
COc1ccc(CCn2c(O)c(C3=c4ccccc4=NC3=O)sc2=S)cc1OC,i,-0.1,3,0.3,2,0,-4,-1,-2
CCC(=O)N1CCCc2cc(S(=O)(=O)N3CCN(c4ccccc4F)CC3)ccc21,i,-0.1,2,-0.4,1,0,-8,-9,12
Cc1ccc(NC(=O)c2cc([N+](=O)[O-])ccc2N2CCOCC2)cc1C,i,0.6,-1,1.8,-5,3,0,-8,74*
Cc1ccc(S(=O)(=O)NCC(=O)OCC(=O)Nc2cccc(S(=O)(=O)NC3=NCCCCC3)c2)cc1C,i,0.2,2,1.1,-3,0,-14,1,-5
CCCCNC(=O)CNC(=S)N(Cc1ccc(C)cc1)Cc1ccco1,i,-1.3,-5,1.7,-4,2,-131,-1,2
CC(C)(C)/C(O)=C/c1nc2ccccc2[nH]c1=O,i,-1.1,-2,-0.4,-8,-1,-13,16,-2
COc1cc(O)c(CCC(=O)c2cc(OC)c(OC)c(OC)c2)c(OC)c1,i,-1.2,0,0.2,-1,-7,0,1,-6

# Overlap with the part before: two entries; new compounds follow.
SMILES,Neddyl block,TbMetRS inhib,Rin1-Abl PPI inh,MsrA inhibitor,MsrA act,CSN inh,MLLE-PAM2 inh,eLon inh,FAS-TE inh
CC(C)(C)/C(O)=C/c1nc2ccccc2[nH]c1=O,i,-1.1,-2,-0.4,-8,-1,-13,16,-2
COc1cc(O)c(CCC(=O)c2cc(OC)c(OC)c(OC)c2)c(OC)c1,i,-1.2,0,0.2,-1,-7,0,1,-6
Cc1cccc(NC(=O)c2ccc(S(=O)(=O)N(C)CC3CCCO3)cc2)c1C (stereo not drawn),i,0.0,-1,-0.1,-4,4,4,3,-2
COc1ccccc1-c1cc2nc(NCCc3ccncc3)ccn2n1,x,-0.3,3,-0.4,-2,4,-1,3,-4
CC(C)CC(=O)NC(=S)Nc1ccc(S(=O)(=O)N2CCCC2)cc1,i,-0.5,2,-0.2,3,-16,23,4,11
CC(NC(=O)Oc1cccc2ccccc12)c1ccccc1 (stereo not drawn),i,-0.2,-1,-1.3,-2,0,0,0,11
CS(=O)(=O)c1ccc2nc(NC(=O)CS(=O)(=O)Cc3ccccc3)sc2c1,i,-0.5,1,1.6,-6,7,14,0,-5
COc1ccc(Cl)cc1C(=O)NNC(=O)C1COc2ccccc2O1 (stereo not drawn),i,-0.7,2,-1.4,-5,-3,3,0,2
COc1ccccc1NC(=O)C(O)C(O)C(=O)Nc1ccccc1OC (stereo not drawn),i,-0.2,1,-0.2,-2,0,18,-6,-3
Cc1nn(Cc2ccc(C(=O)NC3CCCCC3)o2)c(C)c1Br,i,-1.6,0,-0.9,2,2,-8,0,3
Cc1nn(C)c(Oc2cccc(Cl)c2)c1C#N,i,-0.1,1,-1.8,-2,2,-10,2,-3
C[C@H](C(O)c1ccccc1)N(C)C(=O)CN (stereo partly drawn),i,-0.3,1,0.0,-1,-4,3,7,-8
O=C1CC(N2CCN(C/C=C/c3ccccc3)CC2)C(=O)N1Cc1ccc(N2CCCC2=O)cc1 (stereo not drawn),i,0.0,1,-0.6,1,0,-12,-3,-7
CCCCCn1c(=O)[nH]c2cc(C(=O)NCCN3CCCCC3C)ccc2c1=O (stereo not drawn),i,-0.2,0,x,-2,-1,-30,5,-7
O=C1c2ccccc2C(c2nnnn2Cc2ccccc2)N1CCOc1ccccc1 (stereo not drawn),i,-0.6,x,-0.7,-1,-1,x,-8,-1
Cn1cnc([N+](=O)[O-])c1Sc1n[nH]c(N)n1,i,-0.6,0,1.3,-1,4,-4,-2,-2
CC(C(=O)Nc1ccccc1-c1ccccc1)N1CCCCC1 (stereo not drawn),i,-1.6,-4,-0.9,-3,5,-53,-1,3
CC(=O)Oc1ccc2c(=O)c(N3C(=O)c4ccccc4C3=O)c(C)oc2c1,i,-0.5,0,1.8,-2,-10,-8,4,-7
CN(C)S(=O)(=O)c1cccc(C(=O)NCc2ccco2)c1,i,-0.2,-2,1.2,-2,3,11,5,-5
Cc1ccc(S(=O)(=O)CCC(=O)c2ccc(F)cc2)cc1,i,-0.5,3,1.0,-5,4,22,1,0

# Screening results: PubChem, several laboratories
